NCI-60 one-dose screen, 48 h, at 10 µM unless noted. Numbers give growth in % (100 = growth as untreated, 0 = no growth, -100 = all killed).
DU-145: DU-145 prostate cancer | hit rate 4.2% among 81,000 | AID 1794760
OVCAR-5: OVCAR-5 ovarian cancer; hit rate 2.9% among 82,000
OVCAR-3: OVCAR-3 ovarian cancer; hit rate 7% among 79,000
PC-3: PC-3 prostate cancer cells; hit rate 3.9% among 80,000
OVCAR-4: OVCAR-4 ovarian cancer cells | hit rate 3.7% among 80,000 | AID 1794784
SW-620: SW-620 colon cancer | hit rate 5.2% among 82,000
OVCAR-8: OVCAR-8 ovarian cancer; AID 1794782; hit rate 4.4% among 81,000
HCC-2998: HCC-2998 colon cancer; hit rate 4.7% among 79,000
KM12: KM12 colon cancer cells | hit rate 5% among 82,000 | AID 1794800
* marks the source's active call; other numbers are inactive results; nt = no result given; & = joins results of further samples; [ ] = dose if it differs, or a comment. How the source made its calls: active means growth percent below 10; inactive means the rest.

SMILES	DU-145	OVCAR-5	OVCAR-3	PC-3	OVCAR-4	SW-620	OVCAR-8	HCC-2998	KM12
COC1=CC2C(C)(O)c3ccccc3N3C(=O)COC23C=C1 (stereo not drawn)	107	59	108	93	112	102	98	110	106
CS(=O)(=O)NCCSc1nc(-c2ccccc2)c(C#N)c(=O)[nH]1	105	105	116	93	100	102	101	102	100
NNC(=S)Nc1cccc2ccccc12	139	101	122	79	nt	107	109	103	132
O=c1c2c(nc3cc(-c4ccccc4)[nH]n13)CCCC2	105	104	98	95	82	102	101	105	108
CCCCc1cc2ccccc2c(OCCN(C)C)n1	106	97	98	87	111	99	99	104	102
CCC(C)c1ccccn1 (stereo not drawn)	104	108	102	91	108	104	110	103	107
COc1cc(/C=C2/N=C(c3cnccn3)N(c3cccc4cccnc34)C2=O)ccc1O	101	108	98	85	89	100	100	106	102
CCOC(=O)c1c(C)csc1NC(=O)CSCc1c(F)cccc1Cl	106	96	100	75	87	98	97	97	94
O=C1c2cccc3c(N4CCOCC4)ccc(c23)C(=O)N1c1cccc(-c2nn(-c3ccccc3)cc2-c2nc3ccccc3s2)c1	117	111	126	98	110	110	119	125	108
O=C(Nc1ccc(-c2nc3ccccc3s2)cc1N1CCOCC1)c1ccccn1	80	79	60	49	77	53	68	98	51
COc1cc(N2c3ccccc3C(=O)OC23OC(=O)c2ccccc23)cc(OC)c1OC (stereo not drawn)	94	98	97	98	103	90	105	100	94
COc1ccc(-c2nc(-c3ccccc3)cn3c2nc2ccccc23)cc1	107	90	91	98	67	99	100	101	101
CN1CCN(c2ccc(C(=O)/C=C/c3ccc(OC(F)F)cc3)cc2)CC1	58	80	38	25	59	-33*	45	-49*	6.7*
CC/C(C)=N\O	115	107	116	92	99	107	104	104	119
CSc1ccc(C(=O)c2ccc(Cl)cc2)cc1	103	102	nt	99	100	100	99	99	103
CC(=O)CC1=CCCCC1	110	103	111	89	97	105	94	101	100
Oc1nc(NCc2ccco2)sc1C=NCc1ccco1	108	126	107	107	103	107	112	128	105
COc1ccc(C(=O)Nc2ccccc2)cc1N	101	99	112	107	104	106	101	nt	101
CS(=O)(=O)c1ccc(-c2cc(-c3nnc(SCC(=O)Nc4ccc(C(=O)/C=C/c5ccc(Cl)cc5)cc4)n3-c3ccccc3)c3ccccc3n2)cc1	105	95	102	89	102	97	86	106	97
CN1C(=O)/C(=C/c2nc(-c3cccc(F)c3)n3ccccc23)c2ccccc21	83	100	61	82	42	85	35	99	94
Nc1cccc(CC(N)C(=O)O)c1 (stereo not drawn)	108	99	103	85	102	99	103	112	99
CCN(CC)c1ccc(NC(C(=O)c2ccccc2)c2ccccc2)cc1 (stereo not drawn)	24	61	-4.9*	84	65	6.5*	9.3*	65	65
Cc1ccc(S(=O)(=O)N/N=C/c2ccccc2Cl)cc1	108	99	103	100	104	103	127	115	100
Cc1ccc2c(n1)C(=O)C(Cl)=C(Nc1ccc(C(=O)OC(C)(C)C)cc1)C2=O	98[9.25 µM]	127[9.25 µM]	1.4*[9.25 µM]	72[9.25 µM]	43[9.25 µM]	-42*[9.25 µM]	80[9.25 µM]	103[9.25 µM]	105[9.25 µM]
C=C1CCC2[C@](C)(CO)[C@H](O)CC[C@@]2(C)[C@@H]1C/C=C1/C(=O)OC[C@H]1O (stereo partly drawn)	80	104	59	93	83	44	84	114	80
O=C(OCc1ccccc1)C(Cc1ccccc1)NC(=O)C(Cc1ccc(O)cc1)N(C(=O)OCc1ccccc1)C(=O)OCc1ccccc1 (stereo not drawn)	106	98	106	98	111	107	100	106	103
CCCCCCCCCCCCCCCCCc1nc(N)nc(N)n1	118	100	109	89	69	107	99	93	96
CCN(CC)CCNC(=O)c1cc(S(C)(=O)=O)ccc1OC	116	nt	116	99	111	103	nt	101	110
CCOc1ccc(N2C(=O)N(c3ccc(C)cc3)C(=O)C2=S)cc1	102	92	104	87	104	101	92	98	92
CC(=O)NCC1CCCO1 (stereo not drawn)	118	110	115	95	129	108	100	100	108
CC1CC(C)(C)C2=NCCN21 (stereo not drawn)	113&109	108&93	111&109	104&96	111&100	100&103	111&100	102&109	113&104
COc1ccc(C2=CC(c3cc(OC)c(OC)c(OC)c3)n3ncnc3N2)cc1 (stereo not drawn)	-25*	35	-41*	22	41	21	5.9*	27	6.0*
CO/N=C(/C(=O)NC1C(=O)N2C(C(=O)O)=C(CSc3nnnn3C)CSC12)c1csc(N)n1 (stereo not drawn)	110	94	103	89	112	102	106	108	101
O=[N+]([O-])c1ccc(-c2cn3nc(-c4c[nH]c5ccccc45)sc3n2)cc1	110	97	109	94	88	100	104	86	83
COc1ccc2c(c1)/C(=C/c1ccc(OCC(=O)Nc3ccccc3)cc1)C(=O)N2	105	101	nt	94	103	100	100	109	102
COC1OC2COC(c3ccccc3)OC2C2OC12 (stereo not drawn)	103&125	110&109	108&115	86&105	104&110	100&126	94&109	113&105	100&114
COc1cc(C2c3c([nH]c(=O)[nH]c3=O)Nc3ccc4ccccc4c32)cc(OC)c1OC (stereo not drawn)	103	103	98	95	102	104	104	111	86
CC(C)Cc1ccc(CC(C)C)c(OCCOCCOCCO)c1	108	110	101	82	98	100	97	108	106
CC(=O)OCC(OC(C)=O)C(OC(C)=O)C1OC(Oc2ccccc2)C(OC(C)=O)C1OC(C)=O (stereo not drawn)	106	106	101	97	106	108	100	98	105
C(=N\Nc1nnc2n1N=C(c1ccccc1)CS2)/c1ccccc1	107	98	114	105	113	107	103	125	116
CCOC(=O)c1ccc(NC(=S)NC(=O)c2ccc(NC(C)=O)cc2)cc1	99	110	82	85	89	99	97	110	89
CCN1C(=O)N(CC)C2SC(N/N=C/c3cccs3)=NC21 (stereo not drawn)	15	44	nt	28	63	20	-4.7*	15	6.2*
O=C(Nc1cccc([N+](=O)[O-])c1)c1cc(=O)c2ccccc2[nH]1	116	99	105	96	101	99	114	110	103
CS(=O)(=O)N1CCN(S(=O)(=O)c2oc(-c3ccccc3)nc2C#N)CC1	100	99	95	99	94	56	95	112	100
CCOc1ccc(C(=O)Nc2ncc(Cc3ccc(F)cc3)s2)cc1	29	34	nt	27	54	26	22	16	17
COc1ccc(/C(=C\c2cc(OC)c(OC)c(OC)c2)C(=O)Nc2nc3ccc(OC)cc3s2)cc1	100	93	98	85	93	106	106	108	99
CSc1nc2c(=S)[nH]c(=S)[nH]c2s1	107	99	102	95	120	107	97	98	105
CCOC(=O)C1=C(C)NC(C)=C(C(=O)OC(C)C)C1c1cccc(C#N)c1 (stereo not drawn)	104	99	105	87	104	99	103	104	98
CCCCSCN1CCN(c2ccc(C)cc2)CC1	113	97	95	83	101	108	97	97	106
COc1cc(C2=Nc3c(N)nc(N)nc3NC(c3cccc(Nc4ccnc5cc(C(F)(F)F)ccc45)c3)C2)cc(OC)c1OC (stereo not drawn)	90	129	83	59	75	79	69	77	66
COc1ccc(N=Nc2c(N)nn3c(-c4ccc(C)cc4)c(-c4nc5ccccc5s4)c(N)nc23)cc1	106&108	104&102	111&117	100&96	97&104	105&103	106&98	104&108	101&100
CCCCNC(=O)Nc1sc2c(c1C(=O)OCC)CCCC2	96	98	103	99	nt	107	95	104	100
CCc1ccc(NC(=O)N[C@@H](Cc2cccc(F)c2)C(=O)N[C@@H]2C(=O)N3CCC[C@H]3C(=O)N3CCCC[C@H]3C(=O)N[C@@H](C)C(=O)N3C[C@H](C)C[C@H]3C(=O)O[C@H]2C)c(F)c1	25	24	nt	15	24	34	23	5.0*	34
CC1(C)CC(=O)C2OC2(C)C1 (stereo not drawn)	111	100	129	92	117	104	113	nt	114
CC1=NN(c2ccc([N+](=O)[O-])cc2)C(=O)C1[N+](=O)[O-] (stereo not drawn)	108	103	97	88	124	93	110	99	102
Cc1cc(=O)oc2cc(OCCCOc3ccc(/C=C/C(=O)Nc4ccc(F)c(Cl)c4)cc3)ccc12	47	95	nt	80	35	60	84	102	80
O=C1c2ccccc2C(=O)N1CC#CCN1C(=O)c2ccccc2C1=O	110	92	107	80	87	104	105	105	102
OCCCNc1oc(-c2ccccc2)nc1[P+](c1ccccc1)(c1ccccc1)c1ccccc1	8.4*	26	-8.7*	9.6*	17	12	8.0*	2.5*	-46*
CO[C@H]1[C@H](n2ccc(=O)[nH]c2=O)O[C@@](CO)(OC)[C@H]1O	95	98	101	86	95	97	104	114	100
O=c1nc(-c2ccccc2)c2cc(-c3ccc(N4CCOCC4)nc3)ccc2[nH]1	96	99	104	89	94	99	88	99	99
Additional records follow.
SMILES	DU-145	OVCAR-5	OVCAR-3	PC-3	OVCAR-4	SW-620	OVCAR-8	HCC-2998	KM12
O=C1OC(N2CCCCC2)c2nc3ccccc3c(/C=C/c3ccc(Br)cc3)c21 (stereo not drawn)	100	105	101	90	89	105	105	101	96
COc1ccc2[nH]cc(/C=C3\C(=O)Nc4ccccc43)c2c1	47	53	35	45	55	11	32	36	14
Cc1nnc(-c2ccccc2)o1	121	108	123	100	113	113	106	110	116
COc1cc(-c2nc(N3CCN(c4ccccc4Cl)CC3)c3ccccc3n2)cc(OC)c1OC	93	96	95	48	87	89	91	106	83
O=C(Nc1ccc(OCc2nnc(-c3ccc(Cl)cc3)o2)c(F)c1)c1cccc(C(F)(F)F)c1	72	102	75	87	33	105	57	94	90
Cc1ccc2c(n1)C(=O)C(Cl)=C(Nc1ccc(S(=O)(=O)Nc3nnc(C)s3)cc1)C2=O	116	128	116	113	115	113	112	117	109
Nc1nc(-c2cc3c(cc2Cl)NC(=O)/C3=C/c2ccccc2)cs1	52	108	30	46	70	40	47	58	46
OC1CCc2ccccc2C1 (stereo not drawn)	105	100	107	nt	109	112	106	105	104
CC/C(=N\N=C(/CC)c1ccc(Cl)cc1)c1ccc(Cl)cc1	102	97	103	97	85	94	113	96	90
O=C(Nc1ccc(Cl)c(C(F)(F)F)c1)Nc1ccc(-c2cccnc2)cc1N1CCC(CO)CC1	53	39	38	12	44	36	27	14	26
COc1ccc(OCC(O)CN2CCN(c3ccc(Cl)cc3)CC2)cc1 (stereo not drawn)	112	nt	105	104	80	101	62	-94*	99
N#C/C(=C\n1c(=S)[nH]c2ccccc21)c1nc2ccccc2s1	100	108	103	86	103	82	93	100	100
COc1cccc(C(O)C2=CC(=O)c3ccccc3C2=O)c1O (stereo not drawn)	103	89	92	82	nt	94	104	107	98
CCN1CCCCN(CC(=O)NC(C)(C)C)CC1	103	103	105	93	105	96	96	98	106
CCC(=O)Nc1ccc(Cl)cc1	107	113	105	94	120	98	99	111	95
C=CC(=O)Nc1cccc(-c2nc(SC)nc(NCc3ccccc3)c2C#N)c1	61	85	48	75	48	89	40	85	89
COc1cc(C#N)c(NC(=S)N2CCN(C(=O)c3ccco3)CC2)cc1OC	119	107	118	96	105	112	95	103	112
O=C(Nc1cccc(-n2cc(-c3ccncc3)c(-c3ccc(O)c(Cl)c3)n2)c1)c1ccc(Cl)c(Cl)c1	81	109	82	38	67	28	36	54	44
COc1ccc2nc(Cl)c(Cn3nnc(Cc4ccccc4)n3)cc2c1	62	83	50	nt	20	66	40	59	36
CCOC(=O)c1sc(-c2ccc(OS(=O)(=O)c3cccs3)c(C=O)c2)nc1C	8.9*	33	-9.0*	11	4.5*	8.5*	-5.1*	46	0.6*
COc1ccc(OC)c(-c2cc(-c3ccc(Cl)cc3)c3c(N)c(C(=O)c4ccc(Cl)cc4)sc3n2)c1	107	96	103	81	93	112	104	100	100
Cn1c(=O)[nH]c(=O)c2nc3c(nc21)-c1ccccc1C3=O	104	100	107	96	102	105	105	101	103
CC(CN(C)C)OC(=O)Nc1ccccc1Cl (stereo not drawn)	110	115	111	76	117	110	98	104	102
CC(=O)Nc1ccc(S(=O)(=O)O)c(N)c1	114	122	112	111	nt	102	105	107	105
COc1cc2ncnc(Nc3ccc(S(=O)(=O)Nc4nccs4)cc3)c2cc1OCCCN1CCCC1	105	109	109	100	110	103	100	112	121

Gathered by group, the compounds so far with fluorine (9)
SMILES	DU-145	OVCAR-5	OVCAR-3	PC-3	OVCAR-4	SW-620	OVCAR-8	HCC-2998	KM12
CCOC(=O)c1c(C)csc1NC(=O)CSCc1c(F)cccc1Cl	106	96	100	75	87	98	97	97	94
CN1CCN(c2ccc(C(=O)/C=C/c3ccc(OC(F)F)cc3)cc2)CC1	58	80	38	25	59	-33*	45	-49*	6.7*
CN1C(=O)/C(=C/c2nc(-c3cccc(F)c3)n3ccccc23)c2ccccc21	83	100	61	82	42	85	35	99	94
CCOc1ccc(C(=O)Nc2ncc(Cc3ccc(F)cc3)s2)cc1	29	34	nt	27	54	26	22	16	17
COc1cc(C2=Nc3c(N)nc(N)nc3NC(c3cccc(Nc4ccnc5cc(C(F)(F)F)ccc45)c3)C2)cc(OC)c1OC (stereo not drawn)	90	129	83	59	75	79	69	77	66
CCc1ccc(NC(=O)N[C@@H](Cc2cccc(F)c2)C(=O)N[C@@H]2C(=O)N3CCC[C@H]3C(=O)N3CCCC[C@H]3C(=O)N[C@@H](C)C(=O)N3C[C@H](C)C[C@H]3C(=O)O[C@H]2C)c(F)c1	25	24	nt	15	24	34	23	5.0*	34
Cc1cc(=O)oc2cc(OCCCOc3ccc(/C=C/C(=O)Nc4ccc(F)c(Cl)c4)cc3)ccc12	47	95	nt	80	35	60	84	102	80
O=C(Nc1ccc(OCc2nnc(-c3ccc(Cl)cc3)o2)c(F)c1)c1cccc(C(F)(F)F)c1	72	102	75	87	33	105	57	94	90
O=C(Nc1ccc(Cl)c(C(F)(F)F)c1)Nc1ccc(-c2cccnc2)cc1N1CCC(CO)CC1	53	39	38	12	44	36	27	14	26
